High-throughput results (PubChem)
OX1R antag: antagonists of human orexin 1 receptor; CHO/OX1R cells, Fluo-8 calcium fluorescence, orexin A; O43613; hit rate 0.43% among 330,000; AID 434989; inhibition, % at 5 µM;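 active = inhibition above its plate's threshold, mean inhibition of all tested compounds on the plate plus 3 SD, cut at about 37% in these data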;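 also: 0% = orexin A challenge wells and 100% = SB-334867-A antagonist wells; not every result past the cut was called active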
Target sequence (O43613 whole entry, looked up): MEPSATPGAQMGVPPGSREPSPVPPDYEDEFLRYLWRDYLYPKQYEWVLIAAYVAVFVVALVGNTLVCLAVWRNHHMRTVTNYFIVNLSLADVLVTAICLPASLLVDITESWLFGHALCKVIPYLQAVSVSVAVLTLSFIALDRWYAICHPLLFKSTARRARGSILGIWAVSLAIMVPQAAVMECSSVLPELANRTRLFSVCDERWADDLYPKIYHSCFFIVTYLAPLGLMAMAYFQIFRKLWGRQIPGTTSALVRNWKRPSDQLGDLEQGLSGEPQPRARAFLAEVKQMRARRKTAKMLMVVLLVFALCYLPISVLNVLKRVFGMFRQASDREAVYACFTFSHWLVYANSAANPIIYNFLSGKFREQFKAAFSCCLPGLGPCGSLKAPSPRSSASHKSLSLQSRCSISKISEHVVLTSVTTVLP
CHT PAM: human CHT allosteric activation | AID 488977 | hit rate 0.49% among 310,000 | B-score at 10 µM | Q9GZV3 | CHT-expressing cells, membrane potential dye, choline EC20; hits give high values; LV-AA mutant CHT in HEK293 cells;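 active = initial fluorescence not abnormally high and integrated response B-score, plate-corrected, over 3 SD above library mean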
Target sequence (Q9GZV3 whole entry, looked up): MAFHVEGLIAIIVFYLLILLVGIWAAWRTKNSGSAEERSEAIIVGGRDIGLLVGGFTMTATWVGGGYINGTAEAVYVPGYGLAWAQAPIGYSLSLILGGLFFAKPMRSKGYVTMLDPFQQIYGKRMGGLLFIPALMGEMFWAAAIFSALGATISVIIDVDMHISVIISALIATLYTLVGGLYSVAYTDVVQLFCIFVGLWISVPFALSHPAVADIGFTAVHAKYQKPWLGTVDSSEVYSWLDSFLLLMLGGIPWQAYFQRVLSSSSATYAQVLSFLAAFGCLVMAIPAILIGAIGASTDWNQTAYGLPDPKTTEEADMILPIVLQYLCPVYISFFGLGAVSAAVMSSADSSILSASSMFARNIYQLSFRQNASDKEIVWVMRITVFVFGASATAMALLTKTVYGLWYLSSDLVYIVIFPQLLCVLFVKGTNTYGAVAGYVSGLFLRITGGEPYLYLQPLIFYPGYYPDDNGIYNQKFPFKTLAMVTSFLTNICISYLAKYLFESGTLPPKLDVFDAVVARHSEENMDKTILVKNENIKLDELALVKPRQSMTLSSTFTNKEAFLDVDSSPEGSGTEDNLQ
* marks the source's active call; other numbers are inactive results; i = inactive; / = not tested or not shown. Outcome played no part in choosing rows. Share with any hit: about 0.8%.

The opening four compounds, to show the layout:
The line under a structure holds: OX1R antag | CHT PAM
- COc1ccc(C2c3ccc4ccccc4c3Oc3ncn(CCO)c(=N)c32)cc1OC (stereo not given)
    -23.0 | i
- Cc1csc(NC(=O)/C=C/c2ccc3c(c2)OCO3)n1
    -13.3 | i
- Cc1nc2ccccc2n1S(=O)(=O)c1ccc(F)cc1
    -20.6 | i
- O=C(COC(=O)Cc1ccc(S(=O)(=O)N2CCOCC2)s1)Nc1ccc2c(c1)OCO2
    6.2 | i

This part in full, previewed entries included:
The line under a structure holds: OX1R antag | CHT PAM
- COc1ccc(C2c3ccc4ccccc4c3Oc3ncn(CCO)c(=N)c32)cc1OC (stereo not given)
    -23.0 | i
- Cc1csc(NC(=O)/C=C/c2ccc3c(c2)OCO3)n1
    -13.3 | i
- Cc1nc2ccccc2n1S(=O)(=O)c1ccc(F)cc1
    -20.6 | i
- O=C(COC(=O)Cc1ccc(S(=O)(=O)N2CCOCC2)s1)Nc1ccc2c(c1)OCO2
    6.2 | i
- CCN(CC)c1ccc(C(=O)OCC(=O)Nc2sccc2C#N)cc1
    -7.6 | i
- O=C(Nc1ccc(Cl)cc1)OCCn1nnnc1C(c1ccccc1)N1CCOCC1 (stereo not given)
    -27.5 | i
- S=C(NCc1ccco1)N1CCN(c2ccc(Cl)cc2)CC1
    -18.2 | i
- COc1cc(OC)cc(C(=O)NNC(=O)CNC(=O)c2ccc(Br)o2)c1
    -19.7 | i
- COc1cc2c(cc1OC)C[N+](C)(C)CC2
    1.6 | i
- COc1cccc(CN(C)C(=O)c2cccnc2SC)c1OC
    -9.5 | i
- COc1cc(NC(=S)Nc2ccccn2)cc(OC)c1
    -16.9 | i
- CN(C)S(=O)(=O)c1ccc(NC(=O)CN2CCc3ccccc32)cc1
    -13.8 | i
- CN(C)/C=C/C(=O)c1ccc(Br)cc1
    -11.4 | i
- CCN(Cc1ccccc1)C1CCN(Cc2ccc(SC)cc2)CC1
    -15.7 | i
- CCCn1nnnc1SCC(=O)N1CCCc2ccccc21
    14.2 | i
- CCCC(=O)NC(=S)Nc1cccc(NC(=O)c2ccccc2Cl)c1
    -6.3 | i
- COc1cc(/C=C2\SC(=O)N(CCNC(=O)c3cnc(C)cn3)C2=O)cc(OC)c1OC
    -25.7 | i
- O=C(CCN1CCOCC1)Nc1cccc(Br)c1
    -1.4 | i
- COc1ccc(CNC(=O)c2cc(-c3ccccc3O)n[nH]2)cc1
    -19.8 | i
- COc1cc(/C=C(\C#N)C(=O)Nc2cccc(C(=O)O)c2)ccc1OCc1ccc(Cl)cc1
    -13.0 | i
- Cc1cccc(CN2C(=O)c3ccccc3Sc3ccc(C(=O)O)cc32)c1
    -30.2 | i
- COc1ccc(NC(=O)CNS(=O)(=O)c2cccs2)c(OC)c1
    -11.4 | i
- OCCO
    -14.1 | /
- Cc1ccc(C2c3sc(=O)[nH]c3SC3C4CC(C5C(=O)N(C(C)C(=O)O)C(=O)C45)C23)cc1 (stereo not given)
    -5.3 | i
- O=S(=O)(/N=C(\c1ccccc1)N1CCOCC1)c1cccs1
    0.8 | i
- CC1CN(c2nc3ccccc3nc2SCC(=O)Nc2cccc(C(F)(F)F)c2)CC(C)O1 (stereo not given)
    -13.4 | i
- COc1ccc(CNc2ccc(S(N)(=O)=O)cc2)cc1
    11.8 | i
- O=C(c1ccc(Cl)c(S(=O)(=O)N2CCCC2)c1)N1CCOCC1
    -3.0 | i
- CNC(=S)NNC(=O)c1ccccc1Cl
    -12.2 | i
- Cc1ccc(NC(=O)c2ccc3c(c2)N(CC(=O)N2CCCCC2)C(=O)C(C)(C)O3)cc1
    -16.0 | i

Later entries:
The line under a structure holds: OX1R antag | CHT PAM
- CCCNC(=O)c1ccc(N2CCC3(CC2)CC(c2cccc(Br)c2)=NO3)c(NC(=O)c2ccc(Cl)c([N+](=O)[O-])c2)c1
    -19.4 | i
- Fc1ccc(NC(=S)Nc2cc(Cl)ccc2Cl)cc1
    2.2 | i
- O=C(COC(=O)CSc1ccc([N+](=O)[O-])cc1)NCCCc1ccccc1
    -2.6 | i
- COc1ccccc1C(=O)NNC(=O)c1ccc(Br)cc1
    -16.6 | i
- CS(=O)(=O)N(CC(=O)Nc1ccc(S(=O)(=O)N2CCOCC2)cc1)c1ccccc1Br
    -18.0 | i
- C=CCSc1nc2ccccc2n1C(=O)/C=C/c1ccc(OC)c(OC)c1
    -18.8 | i
- O=C(Nc1ccc2oc(-c3ccccc3F)nc2c1)c1ccco1
    -5.2 | i
- Cc1ccc(S(=O)(=O)N2CCOC2CNC(=O)C(=O)NCc2cccnc2)cc1 (stereo not given)
    -20.4 | i
- COc1ccc(NC(=O)Cn2c(=O)oc3cc(S(=O)(=O)N4CCCC4)ccc32)c(OC)c1
    -30.3 | i
- CCn1c(C)cc(O)cc1=O
    -17.1 | i
- Cc1noc(C)c1COC(=O)c1cc(S(=O)(=O)N2CCOCC2)ccc1F
    -16.4 | /
- NNC(=O)c1[nH]c2ccc([N+](=O)[O-])cc2c1-c1ccccc1
    -23.5 | i
- O=C1C2=C(C(c3ccccc3)=NCCN2)C(c2cccc([N+](=O)[O-])c2)N1c1ccccc1 (stereo not given)
    -22.2 | i
- CCc1ccc(Nc2nc(N3CCOCC3)nc(N3CCOCC3)n2)cc1
    0.2 | i
- O=C(O)CCN1C(=O)S/C(=C\c2cccnc2)C1=O
    -8.6 | i
- O=C(O)CCNC1C=CS(=O)(=O)C1 (stereo not given)
    -16.8 | i
- CC1CC(C)CN(S(=O)(=O)c2ccc(NC(=O)CCN3C(=O)C4CC=CCC4C3=O)cc2)C1 (stereo not given)
    -2.7 | /
- CCC(C)N(C(=O)CSc1ncnc2c1cnn2-c1ccccc1)C1CCS(=O)(=O)C1 (stereo not given)
    -9.7 | i
- COC(=O)Nc1ccc(S(=O)(=O)Nc2ncccn2)cc1
    -4.6 | i
- O=C(NCc1nnc(SCC(=O)N2CCCC2)o1)c1cccc(C(F)(F)F)c1
    1.4 | i
- Cc1ccc(C(=S)N2CCN(Cc3ccccc3)CC2)s1
    -10.9 | i
- CC(C)[C@H](NC(=O)c1ccc(C(C)(C)C)cc1)C(=O)Nc1nnc(C2CC2)s1
    -29.9 | i
- O=C(CSc1nc(=O)[nH]c2c1CCCC2)Nc1ccc(F)cc1F
    -15.5 | i
- CC(=O)Nc1nc(C)c(Oc2ccc(Cl)cc2)c(=O)[nH]1
    -7.4 | i
- CCOC(=O)C1CCN(S(=O)(=O)c2ccc3c(c2)N(C)C(=O)CC(=O)N3C)CC1
    -3.7 | i
- CN1CCN(c2nc(NCc3ccco3)nc(N)c2[N+](=O)[O-])CC1
    -18.7 | i
- CCOC(=O)C(=O)Cc1nc2ccccc2s1
    1.5 | i
- O=S(=O)(c1ccc(N2CCN(Cc3ccccc3)CC2)nc1)N1CCCC1
    -27.1 | /
- Cc1cccc(-c2nnc(SCC(=O)c3ccc(O)cc3O)n2C)c1
    -18.6 | i
- O=C(CCn1c(=O)[nH]c2ccccc2c1=O)NCCSCc1ccccc1
    -21.8 | i

(list continues)
The line under a structure holds: OX1R antag | CHT PAM
- O=C(O)CCSc1ccc([N+](=O)[O-])cc1[N+](=O)[O-]
    2.3 | i
- Cc1cc(N2CCOCC2)nc(NCc2ccccc2)n1
    10.8 | i
- Cc1cccc(NC(=O)c2ccc(C3SCC(=O)N3CCc3ccccc3)cc2)c1 (stereo not given)
    6.8 | i
- O=C(N/C(=C/c1ccco1)C(=O)N1CCCCCC1)c1ccccc1
    -15.3 | i
- O=C(c1ccc2ccccc2c1)N1CCN(c2ccccc2)CC1
    -20.0 | i
- COCc1ccc(C(=O)N2CCCC(Nc3ccc(F)c(F)c3)C2)s1 (stereo not given)
    -14.3 | i
- O=C(N/N=C/c1ccncc1)c1ccccc1OCc1ccc(Br)cc1
    -21.4 | i
- COc1cccc(OCc2cc(C(=O)N3CCNC(=O)C3Cc3ccccc3)no2)c1 (stereo not given)
    -13.1 | i
- Cc1ccc2cc(NC(=O)c3ccccc3C)ccc2n1
    -14.1 | i
- C[C@H]1COC(=O)[C@H](CC(=O)OC(C)(C)C)C/C=C\C[C@@H](CC(=O)NCCO)C(=O)N1
    -3.5 | /
- COC(=O)c1cc(OC)c(OC)cc1NC(=O)c1cc(-c2ccccc2)nc2ccccc12
    -14.8 | i
- CCOC(=O)c1ccc(NC(=O)[C@@H](NC(N)=O)C(C)C)cc1
    -8.2 | i
- COc1ccccc1NC(=O)NC1(C(=O)NCC2CCCO2)CCCCC1 (stereo not given)
    -8.8 | i
- COc1cccc(NC(=O)Cn2c3ccc(F)cc3c3nc4n(c(=O)c32)CCS4)c1
    -23.3 | i
- CN(C)CCCN(C(=O)c1ccc(S(=O)(=O)N(C)C2CCCCC2)cc1)c1nc2ccc(Br)cc2s1
    -5.2 | i
- COc1ccc(Cn2c(SCc3ccccc3C)nc3cc(OC)c(OC)cc3c2=N)cc1
    -1.4 | i
- Cc1occc1C(=O)NNC(=O)c1nn(C)c(=O)c2ccccc12
    0.9 | i
- O=C(CSc1nccc(=O)[nH]1)NCc1ccc(Cl)cc1
    8.9 | i
- Cc1ccc(NC(=O)c2cccc(NC(=O)CC3SC(N4CCCCC4)=NC3=O)c2)nc1 (stereo not given)
    -29.9 | i
- CN(C(=O)c1ccccc1)c1ccc(OCC(=O)NC2CCS(=O)(=O)C2)cc1 (stereo not given)
    1.6 | i
- CCOc1ccc2[nH]c(=O)c(CN(Cc3ccccc3OC)C(=O)c3ccccc3)cc2c1
    -6.5 | i
- CCCCS(=O)(=O)Nc1ccc2ncn(C)c(=O)c2c1
    -6.2 | i
- COC(=O)c1nonc1NCn1nnc2ccccc21
    -4.9 | i
- CCCn1c(N)c(N(CCOC)C(=O)CCC2CCCCC2)c(=O)[nH]c1=O
    -8.8 | /
- COc1ccc(C(=O)N2CCCC(Nc3ccc(F)cc3)C2)c(OC)c1 (stereo not given)
    -16.7 | i
- COc1ccc(-n2nnnc2SCC(=O)NC2CCCC2)cc1OC
    -26.6 | i
- COc1ccc(C2=NS(=O)(=O)N(C)C(C(=O)NC3CCCCC3)=C2)cc1
    -17.1 | i
- Nc1c(C(=O)Nc2ccccc2)sc2ncc([N+](=O)[O-])cc12
    1.6 | i
- CC12C=CC3(O1)C(C(=O)N(c1ccccc1)C3C(=O)NC1CCCC1)C2C(N)=O (stereo not given)
    -3.1 | i
- COc1ccccc1NS(=O)(=O)c1ccc(C)c(C(=O)N2CCN(c3ccc(O)cc3)CC2)c1
    -13.7 | /

Later entries
The line under a structure holds: OX1R antag | CHT PAM
- C=CCn1c(SCC(=O)NCc2ccccc2)nnc1-c1cc(Br)ccc1O
    -7.4 | i
- Cc1cccc(CN2C(=O)[C@H]3Cc4c([nH]c5ccccc45)C(C)(C)N3C2=O)c1
    -32.2 | i
- CSc1nnc(Cn2c(=O)sc3ccccc32)n1-c1ccccc1C
    -12.2 | i
- CCOC(=O)C1CCN(C(=O)COC(=O)Cc2ccc(Cl)cc2)CC1
    -11.2 | i
- CN(C1CCCC1)C1CCN(C(=O)CNC(=O)/C=C/c2ccc(F)cc2)CC1
    -21.5 | i
- CC1CCN(C(=O)Cn2c3ccccc3c3nc4n(c(=O)c32)CCS4)CC1
    -7.9 | i
- CC(C)OC(=O)C(C(=O)C(F)(F)F)c1cc(NS(=O)(=O)c2ccc3ccccc3c2)c2ccccc2c1O (stereo not given)
    -13.4 | i
- COc1cccc(CC(C(=O)Nc2cc(C)ccc2C)c2nn[nH]n2)c1OC (stereo not given)
    -15.5 | i
- CCc1cc(-c2onc(C)c2-c2cscn2)c(O)cc1OC
    -12.1 | i
- Cc1cc(C)n(C(=O)Cn2nc([N+](=O)[O-])cc2C)n1
    0.0 | i
- CC(=O)Nc1ccnn1C1CCN(C(=O)c2cccc(C)c2C)CC1
    -6.9 | i
- Cc1ccc(/C=C/C(=O)c2ccc(O)cc2)cc1
    -11.8 | i
- COc1ccc(OC)c(C2CC(=O)N3CN(c4cccc(Cl)c4)CSC3=C2C#N)c1 (stereo not given)
    -14.4 | i
- O=C(CSc1nc2ccccc2c(=O)n1-c1ccc(Cl)cc1)c1ccco1
    -9.7 | i
- O=C(Nc1ccc(Cl)cc1)Nc1cnccn1
    3.6 | i
- O=C(CN1C(=O)C(=O)c2ccccc21)OCN1C(=O)c2ccccc2C1=O
    -10.4 | i
- N#Cc1nc(Cc2cccc3ccccc23)oc1NCc1ccc(F)cc1
    12.8 | i
- CCOc1ccc(CCNC(=O)c2cccc(S(=O)(=O)N3CCCCC3)c2)cc1OCC
    -34.5 | i
- Cc1ccccc1OCc1n(CC(=O)OC2CC(C)CCC2C(C)C)c2ccccc2[n+]1C (stereo not given)
    45.7* | i
- CCn1cc(C(=O)O)c(=O)c2cnc(N3CCN(C(=S)NC(=O)c4ccc(Cl)cc4)CC3)nc21
    -13.6 | i
- CCC(CC)c1nnc(NC(=O)C23CC4CC(CC(NC(C)=O)(C4)C2)C3)s1
    -15.3 | i
- Cc1ccc(-n2c(SCC(=O)N(C)C)nnc2-c2ccco2)cc1
    -15.7 | i
- O=C(Nc1ccc(Cl)cc1)c1cccc(OC(=S)N2CCOCC2)c1
    / | i
- Cc1cccc(N2CCN(C(=O)c3c(-c4ccccc4Cl)noc3C)CC2)c1C
    -28.8 | i
- CC(C)(C)c1cc(N/C=C\c2nnnn2-c2ccc(Br)cc2)no1
    -42.3 | i
- CCCCc1ccc(NS(=O)(=O)c2cccs2)cc1
    -7.8 | i
- Cc1cc(C)nc(N2CCCC(C(=O)NCCc3ccc(F)cc3)C2)n1 (stereo not given)
    -8.9 | i
- CCc1ccc(NC(=O)CCCN2C(=O)C3CC=CCC3C2=O)cc1 (stereo not given)
    -14.2 | i
- CCOc1cccc(=O)c2c(C)n(-c3ccc(C(=O)O)cc3)c(C)c12
    -4.8 | i
- CCOc1cc(N2CCOCC2)c(OCC)cc1NC(=O)CN1C(=O)NC2(CCCCCCC2)C1=O
    -49.6 | i
- CCCc1cc(=O)n2nc(N3CCC(C(=O)N4CCN(c5ccc(OC)cc5)CC4)CC3)sc2n1
    11.7 | i
- O=C(Nc1ccn(CC(=O)N2CCN(c3ccccn3)CC2)c(=O)n1)OCc1ccccc1
    -32.7 | /
